Mdm2-MdmX inh: inhibitors of human Mdm2-MdmX association, primary screen, cell-based, luminescence, split luciferase, SaOS-2, uHTS | Protein Mdm4 (Homo sapiens) + E3 ubiquitin-protein ligase Mdm2 (Homo sapiens), … | SaOS-2 split-luciferase Mdm2/MdmX complementation | inhibition, % at 8 µM | 330,000 tested, 3% active;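 active = inhibition of at least 50% at 8 µM in the primary screen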
APJ ag: agonists of human apelin receptor APJ, primary screen, CHO-K1 cells, PathHunter beta-arrestin, luminescence. activation, % at 20 µM. 330,000 tested, 0.11% active. AID 2520, 2010. 0% DMSO wells, 100% apelin;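 active = activation more than six SD over the plate average, tested at 20 µM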;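 note: 0% = DMSO alone and 100% = apelin-13 at 10 nM; some results filed as inactive read as strong as hits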
Target sequence (P35414 whole entry, looked up): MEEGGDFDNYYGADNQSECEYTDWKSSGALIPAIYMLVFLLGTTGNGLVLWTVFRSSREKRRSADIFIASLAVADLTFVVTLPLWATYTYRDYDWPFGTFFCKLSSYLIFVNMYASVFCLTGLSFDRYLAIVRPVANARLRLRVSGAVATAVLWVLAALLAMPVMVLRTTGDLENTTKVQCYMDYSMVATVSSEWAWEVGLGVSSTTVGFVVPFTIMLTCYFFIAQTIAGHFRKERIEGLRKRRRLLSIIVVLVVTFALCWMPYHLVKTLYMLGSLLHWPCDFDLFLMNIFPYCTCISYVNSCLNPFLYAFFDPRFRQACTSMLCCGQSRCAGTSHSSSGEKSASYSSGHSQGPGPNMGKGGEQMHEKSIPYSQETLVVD
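assay system = CHO-K1 APJ beta-arrestin complementation cell line | input = cell density 1000 per well | dosing = compound 20 µM once, DMSO 1% | timing = compound 90 min 25 °C, reagent 1 h | measured by = luminescence from split beta-galactosidase complementation, Galacton Star/Emerald II substrate | read-out basis = APJ agonist activity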
XBP1 UPR activ: activators of adaptive XBP1 UPR arm, primary screen, cell-based, CHO-XBP1 luciferase reporter, luminescence, uHTS; AID 463104, 2010; 330,000 tested, 0.33% active; activation, % at 20 µM; IRE1-XBP1 UPR activation; percent of tunicamycin response, DMSO as zero;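 active = versus positive control, 20 µM dose yields 30% or more activation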;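 note: 100% = tunicamycin at 10 µg/mL and 0% = DMSO only wells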
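Material: CHO cell line with stable XBP1 luciferase reporter; buffer or medium: F12 medium containing 10% fetal bovine serum; compound: single point, 20 µM final compound, 1% DMSO; incubation: 6 h treatment, 37 °C; measured by: glow luminescence from Steady-Glo reagent; evaluation: activation, % of tunicamycin; control set: tunicamycin high, DMSO low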
UPR CHOP act: activators of apoptotic CHOP UPR arm, primary screen, cell-based, CHO-CHOP luciferase reporter, luminescence, uHTS; 330,000 tested, 0.34% active; UPR activation; percent of tunicamycin response over DMSO baseline; AID 449763, 2010; activation, % at 10 µM;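 active = at 10 µM dose, activation of 40% or more, normalized to positive control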;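 note: 100% = tunicamycin at 10 µg/mL and 0% = DMSO alone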
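assay system = CHO CHOP reporter cells | amount = 500 CHO-CHOP cells per well | buffer or medium = F12 with 10% FBS | incubation = 16-18 h cell attachment, then 6 h compound exposure, 37 °C | detection = luminescence read with Steady-Glo | read-out = percent activation relative to tunicamycin control | controls = tunicamycin high control, DMSO low control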
APJ antagonist: antagonists of human apelin receptor APJ, primary screen, CHO-K1 cells, beta-arrestin complementation, luminescence; P35414; inhibition, % at 20 µM; 330,000 tested, 0.32% active;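 active = inhibition above about 40% at 20 µM, limit read from the data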;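 note: cells challenged with 10 nM apelin-13 agonist together with compound; plate controls were apelin-13 plus DMSO wells for no effect and DMSO wells lacking apelin-13 for full effect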
tim23-1 inh: growth inhibitors of tim23-1 mutant yeast, primary screen, luminescence, uHTS | AID 463212, 2010 | S. cerevisiae tim23-1 growth, BacTiter-Glo luminescence, 24 h | inhibition, % at 20 µM | 330,000 tested, 1.3% active;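 active = growth inhibition of the mutant yeast at or above 50%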;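 note: temperature-sensitive mutant grown at 25 °C; plate controls were DMSO-treated mutant yeast for no effect and medium wells lacking yeast for full effect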
Jurkat NFkB inh: inhibitors of induced NF-kB luciferase reporter, primary screen, TCR NF-kB activation inhibitor project, cell-based, luminescence, uHTS. AID 435003, 2010. 330,000 tested, 0.53% active. inhibition, % at 4 µM. Jurkat, PMA/ionomycin-induced NF-kB luciferase reporter; in the data active = inhibition above about 50%
697 NFkB inh: inhibitors of PMA/ionomycin-induced NF-kB reporter, 697 cells, primary screen, B-cell NF-kB inhibitor project, cell-based, luminescence, uHTS; inhibition, % at 4 µM; 330,000 tested, 0.33% active; 697 B-cell NF-kB luciferase reporter, 16 h; AID 435022, 2010; in the data active = inhibition above about 35%
Active calls of the source: *.

SMILES	Mdm2-MdmX inh	APJ ag	XBP1 UPR activ	UPR CHOP act	APJ antagonist	tim23-1 inh	Jurkat NFkB inh	697 NFkB inh
CCN(C(=S)NC(=O)C1CCCC1)C1CCCCC1	13.9	-2.4	-3.8	-1.3	-7.0	15.6	-2.4	-3.4
Cc1cc(C)c(N(CC(=O)NC(C)(C)C)C(=O)CNC(=O)c2cccs2)c(C)c1	30.4	-2.0	-3.9	-1.2	-3.2	6.1	9.3	5.9
CCCOc1ccc(-c2nc(N3CCN(CC)CC3)c3ccccc3n2)cc1	35.6	-2.5	7.1	2.5	8.5	4.7	14.1	-17.9
OCCN1c2ccccc2CCc2ccccc21	28.7	0.9	-2.9	1.4	7.1	10.7	-14.7	-25.5
Cc1nnc(N2C(=O)c3ccc(Br)cc3C2=O)s1	36.5	-1.7	-2.0	-0.9	8.3	-0.4	11.6	-4.4
COc1cccc(NC(=O)Cn2nc(Cc3cccnc3)c3ccccc3c2=O)c1	5.5	-3.3	-1.8	-2.1	16.7	-8.8	-7.8	7.6
O=C(CCc1nnc(COc2ccccc2)o1)NCc1ccc(Cl)s1	-1.4	2.6	-0.7	3.0	-4.8	19.4	-13.0	-32.8
OC(COCc1cccs1)CN1CCN(c2ccccn2)CC1 (stereo not given)	-3.8	1.8	-0.2	1.6	7.7	-6.0	-0.6	-0.1
O=C(Cn1cnc2ccc(Cl)cc2c1=O)NC1CCS(=O)(=O)C1 (stereo not given)	-6.6	5.4	-0.7	0.8	11.6	21.1	-3.7	2.7
COc1cc2c(cc1OC)C(C(=O)N1CCOCC1)C(c1cccs1)N(C)C2=O (stereo not given)	-5.7	-3.0	-0.4	-0.8	-2.6	10.8	5.5	20.3
CC(=O)C1=C(N2CCCCC2)CCC1=O	9.4	-6.9	-0.2	-3.8	-6.4	-0.4	-7.0	5.5
C=CCNC(=O)N1C2=NC(C(=O)OC)=C(C(=O)OC)[C@@H]3N(Cc4ccccc4)c4ccccc4[C@]23C[C@H]1C(=O)OC	18.4	17.9	-2.9	0.6	-100.5	8.3	3.6	20.2
O=C(N/C(=C/c1cccc([N+](=O)[O-])c1)C(=O)N1CCCCCC1)c1cccs1	-16.1	0.5	-1.7	-0.6	7.1	13.5	2.5	6.0
CCn1cc(SCC(=O)NCc2ccc3c(c2)OCO3)c2ccccc21	12.0	-5.9	0.8	1.6	4.6	28.4	4.5	-1.0
CC(C)c1cc(C(C)C)c(S(=O)(=O)N2CCNCC2)c(C(C)C)c1	0.7	-0.3	-1.5	1.7	15.0	16.4	-7.8	-58.5
COc1cc2c(cc1OC)-c1cc(N3CCCCCC3)nc(=O)n1CC2	21.6	-1.1	11.5	-0.1	2.9	17.2	17.4	33.3
O=C(CCCc1c[nH]c2ccccc12)NCc1ccccc1C(F)(F)F	18.7	-0.6	-1.1	5.4	16.3	16.8	-15.0	13.8
CNC(=O)N(O)C1N(/N=C/c2cc(Br)ccc2O)C(=S)SC1(C)C (stereo not given)	10.2	-2.2	-5.2	-0.9	9.8	26.0	-12.7	1.6
O=C(Cn1nnc(-c2ccccc2)n1)N=Nc1c(O)[nH]c2ccccc12	-19.1	-6.4	1.9	-0.1	12.1	-3.9	6.9	-0.4
O=C(CSc1cc(Cl)ccc1Cl)NC1CCCC1	-5.1	0.3	-3.5	1.2	14.4	11.6	3.2	21.3
O=C(c1ccccc1)N1CCN(C2CC(=O)N(CCc3ccccc3)C2=O)CC1 (stereo not given)	16.1	-3.1	-4.0	-2.8	-7.0	2.0	-21.5	1.9
CC1CN(C(=O)COC(=O)c2ccc(NC(=O)CC#N)cc2)CC(C)O1 (stereo not given)	0.1	-3.1	1.1	-0.5	-11.6	15.7	-9.6	-22.7
Cc1cccc(N2CC(c3nc4ccccc4n3C)CC2=O)c1C (stereo not given)	-8.7	-0.8	-0.9	0.9	4.6	-4.8	-19.8	-24.0
COc1cccc(NC(=O)NCc2ccccc2Cl)c1	-8.5	-0.4	0.6	4.5	-0.3	-8.2	-15.2	-9.2
CN(C)c1nc(N)nc(CSc2nnnn2-c2ccc(C(=O)O)cc2)n1	5.1	-4.0	-0.3	0.0	8.1	2.3	8.6	15.5
CN(c1ccc(OCC(=O)Nc2cc(Cl)ccc2C(=O)O)cc1)S(=O)(=O)c1ccc(F)cc1	-15.1	-1.6	-3.5	0.8	-1.6	4.4	0.0	-6.3
CN1CCC(=NNC(=O)CSCc2ccccc2)CC1	18.6	1.9	-4.0	-1.7	24.7	-6.7	4.2	14.9
O=C(NC1CCCC1)C1CCCN1C(=O)Nc1ccc(Cl)cc1 (stereo not given)	8.0	-7.3	1.2	-1.5	6.5	5.2	11.8	14.9
COc1ccc(CNC(=O)NCc2ccc(OC)c(OC)c2)cc1OC	-8.3	-2.0	1.0	0.4	29.8	-2.5	-23.2	-7.5
CCc1ccc(CCC(=O)Nc2ccc(C)cc2C)o1	-10.3	-4.8	0.2	0.8	8.2	16.1	-13.9	-7.2
CC1(NC(=O)c2cc(-c3cccs3)nn2-c2ccccc2)CCS(=O)(=O)C1 (stereo not given)	35.9	-2.4	5.1	0.2	18.1	15.3	5.2	-3.1
CCOC(=O)c1c(NC(=O)c2cc3n(n2)C(C(F)(F)F)CC(c2cccs2)N3)sc(C)c1C (stereo not given)	17.4	-0.3	33.3*	32.9	-2.6	2.5	15.8	3.2
O=c1c2ccccc2nc(-c2ccc(Cl)c(Cl)c2)n1O	81.9*	-2.8	-0.3	0.8	7.4	79.1*	4.0	-4.6
O=C(N/N=C/c1ccoc1)c1ccccc1O	16.8	10.1	2.6	3.2	9.1	1.3	-14.8	-8.0
CC(=O)N1CCC(N(CCN2CCOCC2)C(=S)Nc2ccc(C)c(C)c2)CC1	-22.4	1.6	1.7	0.4	-3.6	9.8	3.8	8.9
Cc1ccc(C2=NOC3(CC(=O)N(c4ccccc4)C3=O)C2)cc1 (stereo not given)	-4.8	0.8	-0.7	0.0	-4.0	18.2	-5.1	7.8
Cc1sc2nc(SCC(=O)NCc3ccco3)n(-c3ccccc3)c(=O)c2c1C	13.6	-2.5	3.4	-0.3	9.1	-7.3	-17.3	-10.7
CCOC(=O)C(C)N1N=C(/C=C/c2ccc(OC)cc2)CCC1=O (stereo not given)	31.7	-2.7	-3.6	-0.7	12.0	5.3	-11.1	-1.7
COc1ccccc1NS(=O)(=O)c1cccc(C(=O)N2CCN(Cc3ccc4c(c3)OCO4)CC2)c1	8.1	9.8	-4.7	0.2	1.3	-4.9	5.2	-6.4
CCOc1ccc(OCC)c(NC(=O)C2CCCN(S(=O)(=O)c3c(C)n[nH]c3C)C2)c1 (stereo not given)	28.1	1.1	-2.1	-1.0	4.6	-8.3	10.8	7.5
Cc1ccc(S(=O)(=O)NC(C)(C)C)cc1C(=O)OC(C)C(=O)NC1CC1 (stereo not given)	14.0	-4.2	-2.8	-0.4	7.8	7.6	20.7	13.7
COc1ccc(CC(=O)Nc2cc(S(=O)(=O)N3CCOCC3)ccc2N2CCCC2)cc1OC	11.2	-0.3	0.2	-0.9	15.8	-7.0	7.2	6.8
C=CCn1cc(CN2CCC(C(=O)Nc3cccc(-c4cccc(Cl)c4)c3)CC2)c(C)n1	80.9*	13.3	0.8	2.9	-9.1	-7.2	9.9	0.8
CC(C)CNC(=S)N(Cc1ccco1)Cc1cc2cc3c(cc2[nH]c1=O)OCCO3	15.9	-1.3	-4.0	0.4	9.2	10.1	16.9	-13.9
CC(=O)C1=C(O)C(=O)N(Cc2ccccc2)C1c1ccco1 (stereo not given)	6.1	-5.6	-0.7	-1.4	-10.0	10.5	-14.1	16.9

In a second layout: results already given.
compound | Mdm2-MdmX inh | APJ ag | XBP1 UPR activ | UPR CHOP act | APJ antagonist | tim23-1 inh | Jurkat NFkB inh | 697 NFkB inh
CC(=O)N1CCC(N(CCN2CCOCC2)C(=S)Nc2ccc(C)c(C)c2)CC1 | -22.4 | 1.6 | 1.7 | 0.4 | -3.6 | 9.8 | 3.8 | 8.9
Cc1ccc(C2=NOC3(CC(=O)N(c4ccccc4)C3=O)C2)cc1 (stereo not given) | -4.8 | 0.8 | -0.7 | 0.0 | -4.0 | 18.2 | -5.1 | 7.8

Following part:
SMILES	Mdm2-MdmX inh	APJ ag	XBP1 UPR activ	UPR CHOP act	APJ antagonist	tim23-1 inh	Jurkat NFkB inh	697 NFkB inh
CCOc1cc(NC(=S)Nc2cccc(OC)c2)c(OCC)cc1NC(=O)C(C)C	13.5	-0.4	-2.7	0.4	8.6	3.5	-24.8	10.9
Cc1ccc(N(C(C)C(=O)N2CCC(C)CC2)S(C)(=O)=O)cc1C (stereo not given)	-24.6	-0.1	1.0	-1.2	-17.0	7.7	-14.8	-19.4
COc1ccc(-c2nc(SC(C)C(=O)c3c(N)n(C)c(=O)n(C)c3=O)n[nH]2)cc1 (stereo not given)	-0.1	-2.4	-1.4	-1.0	-5.6	-7.0	4.2	14.7
O=C(CSCc1cccc(Cl)c1)Nc1ccccc1-c1ccccc1	28.5	-2.4	-7.4	-0.7	2.2	6.9	-1.9	13.0
CCC(=O)Nc1ccc(C(=O)CSc2nnc(-c3ccc(NS(C)(=O)=O)cc3)n2C)cc1OC	0.8	-1.6	-2.0	-1.6	0.6	12.1	5.6	2.7
Cc1nc(C(F)(F)F)ccc1C(=O)Nc1ccccc1F	-7.8	-0.4	1.9	1.0	-6.3	-10.3	1.9	5.0
COc1ccc(Cc2nnc(NC(=O)c3ccc(OC)cc3OC)s2)cc1	-21.2	0.1	1.4	4.2	-18.0	14.3	-43.7	-90.7
COc1ccc(CCNC(=O)CS(=O)(=O)c2cn(CC(=O)N3CCCC3)c3ccccc23)cc1OC	-16.4	3.8	-0.6	-0.3	-28.7	15.7	0.5	16.2
Cc1ccc(NC(=O)Cn2c(O)c(N=NC(=O)c3cc([N+](=O)[O-])ccc3O)c3ccccc32)cc1	-35.3	-5.9	0.2	1.0	36.5	16.4	-2.6	-9.4
Cc1cnc(C(=O)OC(C)C(=O)Nc2ccc(Cl)cn2)cn1 (stereo not given)	-13.1	6.7	-2.0	3.4	1.8	-8.9	7.1	-4.3
CC(C)N(Cc1ccccc1)CC(O)COc1ccc(S(=O)(=O)N2CCOCC2)cc1Cl (stereo not given)	4.4	1.2	4.3	0.9	4.3	8.7	9.3	1.8
Cc1nc2c(n1O)CCC/C2=N\O	10.1	-2.6	-0.7	0.8	23.0	2.2	-3.0	15.7

Sorted by molecular weight (falling): part of the list above.
SMILES	Mdm2-MdmX inh	APJ ag	XBP1 UPR activ	UPR CHOP act	APJ antagonist	tim23-1 inh	Jurkat NFkB inh	697 NFkB inh
CCC(=O)Nc1ccc(C(=O)CSc2nnc(-c3ccc(NS(C)(=O)=O)cc3)n2C)cc1OC	0.8	-1.6	-2.0	-1.6	0.6	12.1	5.6	2.7
CC(C)N(Cc1ccccc1)CC(O)COc1ccc(S(=O)(=O)N2CCOCC2)cc1Cl (stereo not given)	4.4	1.2	4.3	0.9	4.3	8.7	9.3	1.8
COc1ccc(-c2nc(SC(C)C(=O)c3c(N)n(C)c(=O)n(C)c3=O)n[nH]2)cc1 (stereo not given)	-0.1	-2.4	-1.4	-1.0	-5.6	-7.0	4.2	14.7
Cc1nc(C(F)(F)F)ccc1C(=O)Nc1ccccc1F	-7.8	-0.4	1.9	1.0	-6.3	-10.3	1.9	5.0
Cc1nc2c(n1O)CCC/C2=N\O	10.1	-2.6	-0.7	0.8	23.0	2.2	-3.0	15.7

Source: PubChem BioAssay
